BRCA1 expr act: activators of BRCA1 expression. Potency, µM (doses to about 46.1 µM), for the others: top-dose activation, usual class: activators. 1.1% of 380,000 active. MCF7-BRCA1-FFLuc reporter, luminescence, 48 h; response scale: scaled: vehicle 0%, 10 µM genistein 100%; note: potency is the fitted concentration of half-maximal effect; nearly all actives have a fitted effect of over 80% in size; some results filed as inactive show a strong effect at the top dose
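MCF7-BRCA1-FFLuc, 2000 cells/well; 2 h attach, 37 °C/5% CO2; compound 48 h; luciferase substrate 15 min; luminescence end-point. Norm. to genistein 10 microM max activation and DMSO; concentration-response curves fitted.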
NPC1 promoter act: NPC1 promoter activation; Huh7 NPC1 promoter luciferase reporter, 24 h; Potency, µM (series often up to 9.22 µM), for inactives: top-dose activation, usual class: activators; 2.4% of 320,000 active;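 note: potency is the fitted concentration of half-maximal effect; % of control where 0% means no effect; nearly all actives have a fitted effect of over 60% in size; reporter is driven by a mutant NPC1 promoter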
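In 1536-well qHTS, Huh7 cells harboring an NPC1 promoter–luciferase construct received compound for 24 h; activation was quantified by luminescence following luciferase reagent addition.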
ELG1 genotox: genotoxicity induction in ELG1-luciferase HEK293T cells | Potency, µM (titrated, usually from 46 µM), for the others: at the highest dose activity change, positive = activation, actives largely listed as activators | 1.3% of 330,000 active | HEK293T ELG1-luciferase reporter, luminescence, 16 h; note: potency is the fitted concentration of half-maximal effect; % of control where 0% means no effect; nearly all actives have a fitted effect of over 60% in size
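Quantitative HTS format in 1536-well plates. HEK293T ELG1-luciferase reporter cells receive test compound and are incubated 16 hr at 37 °C, 5% CO2; ONE-Glo added, 30 min room temperature, then luminescence read.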
PKM2 act: PKM2 (human) enzyme activation. P14618. purified PKM2, Kinase-Glo ATP luminescence, activation; response scale: 0% is enzyme alone, no compound. Potency, µM (titrated, usually from 57.5 µM), without a hit: top-dose activation, most hits filed as activators. 0.34% of 260,000 active. AID 1631; note: potency is the fitted concentration of half-maximal effect; % is set by controls: 0 for no effect and ±100 for the full control effect; nearly all actives have a fitted effect of over 55% in size
Target sequence (P14618 whole entry, looked up): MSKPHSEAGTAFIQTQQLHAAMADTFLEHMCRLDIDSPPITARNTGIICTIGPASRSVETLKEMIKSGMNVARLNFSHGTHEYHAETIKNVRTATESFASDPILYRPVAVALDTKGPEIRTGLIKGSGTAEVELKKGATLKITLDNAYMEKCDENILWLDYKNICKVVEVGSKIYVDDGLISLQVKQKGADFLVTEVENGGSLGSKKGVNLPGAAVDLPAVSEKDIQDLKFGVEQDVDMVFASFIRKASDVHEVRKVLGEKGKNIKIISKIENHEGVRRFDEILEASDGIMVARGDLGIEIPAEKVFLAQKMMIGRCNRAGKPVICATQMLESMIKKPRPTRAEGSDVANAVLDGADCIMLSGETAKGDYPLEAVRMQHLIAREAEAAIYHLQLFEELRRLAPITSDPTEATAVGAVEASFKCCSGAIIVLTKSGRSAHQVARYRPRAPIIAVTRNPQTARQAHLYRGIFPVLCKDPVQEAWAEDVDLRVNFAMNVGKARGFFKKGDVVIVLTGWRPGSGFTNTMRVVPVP
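Kinase-Glo luminescence reports ATP generated from ADP (0.1 mM) and PEP (0.5 mM) by purified hPK-M2 after 1 h at room temperature, pH 7.2 imidazole buffer; intermediate enzyme activity allows detecting inhibitors and activators.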
Giardia killer: kills Giardia lamblia | Giardia lamblia trophozoite viability | activity change, % at 7.66 µM, hits read low | 0.15% of 340,000 active | AID 540267; in the data active = activity change below about -80%; inconclusive = between about -30% and that limit;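 note: parasites exposed to compound for two days anaerobically before the ATP read; % is set by controls: 0 for no effect and ±100 for the full control effect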
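Giardia lamblia trophozoites (100 cells/well) were incubated with compounds for 48 h at 37 deg C under anaerobic conditions. Viability was read as ATP content by one-step luminescence after 15-30 min at room temperature.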
RORg inh: blocks mouse ROR gamma transcriptional activity; P51450; Drosophila S2 Gal4-RORgamma UAS-luciferase reporter, 20 h; Potency, µM (highest dose often 53.6 µM), for inactives: at the top dose activity change, negative = inhibition, hits mostly inhibitors; 5.4% of 310,000 active; note: potency is the fitted concentration of half-maximal effect; % is set by controls: 0 for no effect and ±100 for the full control effect; nearly all actives have a fitted effect of over 60% in size
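Luciferase reporter read in Schneider cells carrying Gal4-RORγ (mouse) and UAS-Photinus luciferase; cells given compound 1 h before 700 uM copper sulfate induction, then incubated 20 h at ambient temperature.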
Menin MLL FP TR: inhibitors of human menin-MLL interaction, mutant MLL peptide; Menin + Texas Red MLL mutant peptide, fluorescence polarization; Potency, µM (doses to about 61.6 µM), for inactives: top-dose FP activity change, negative = inhibition, most hits filed as inhibitors; 0.23% of 270,000 active; active = well fitted inhibition curve with a large enough effect in the polarisation, with a control signal flat, not every such curve was filed as active; inconclusive = small, poorly fitted or top-dose-only effect, or effect the other way, or a change in a side signal; inactive = no such curve, though single readings can be large or run the other way; the % refers to the polarisation; note: potency is the fitted concentration of half-maximal effect; % of control where 0% means no effect; many of its hits are not listed in these tables
Target sequence (O00255 whole entry, looked up): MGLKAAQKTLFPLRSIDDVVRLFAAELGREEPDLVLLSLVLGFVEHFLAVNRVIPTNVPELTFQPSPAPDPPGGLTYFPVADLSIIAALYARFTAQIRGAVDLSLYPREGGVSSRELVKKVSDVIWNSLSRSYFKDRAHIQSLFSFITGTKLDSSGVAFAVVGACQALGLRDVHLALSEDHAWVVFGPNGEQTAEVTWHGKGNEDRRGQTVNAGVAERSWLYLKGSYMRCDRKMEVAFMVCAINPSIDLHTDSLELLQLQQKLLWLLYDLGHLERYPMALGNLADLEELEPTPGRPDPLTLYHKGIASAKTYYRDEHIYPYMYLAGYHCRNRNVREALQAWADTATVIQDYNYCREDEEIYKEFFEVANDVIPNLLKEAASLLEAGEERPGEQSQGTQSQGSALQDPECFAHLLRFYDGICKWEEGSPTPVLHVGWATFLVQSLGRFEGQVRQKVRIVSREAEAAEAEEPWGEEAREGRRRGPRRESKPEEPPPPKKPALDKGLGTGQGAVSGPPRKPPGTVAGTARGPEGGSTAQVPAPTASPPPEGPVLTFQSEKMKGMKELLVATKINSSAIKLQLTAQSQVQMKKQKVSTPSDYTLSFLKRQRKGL
p53 reactivation: re-activators of mutant p53; 0.063% of 320,000 active; H1299 p53-A138V BP100-luciferase reporter, luminescence, 24 h; Potency, µM (doses to about 92.2 µM), for the others: top-dose activity change, positive = activation, usual class: activators; AID 504706; note: potency is the fitted concentration of half-maximal effect; % of control where 0% means no effect; nearly all actives have a fitted effect of over 45% in size
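p53-null H1299 cells stably carrying temperature-sensitive p53-A138V and a BP100-luciferase reporter were pinned with compounds (4-point, 1:5 series) and held 24 hrs at 37 deg C. Luminescence was read 10 min after detection reagent.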
FLuc modulator: inhibits or activates purified firefly luciferase, miR-21 counter-screen. P08659. purified FLuc, Km substrates, luminescence inhibition. Potency, µM (top dose mostly 57.5 µM), without a hit: at the highest dose activity change, negative = inhibition, most hits filed as inhibitors. 6.9% of 360,000 active;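 note: potency is the fitted concentration of half-maximal effect; plate controls were vehicle for no effect and reference inhibitor for full effect; nearly all actives have a fitted effect of over 55% in size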
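Biochemical qHTS of compounds, final roughly 60 µM downward over six points, against 10 nM purified firefly luciferase using Km concentrations of substrates (10 uM D-luciferin, 10 uM ATP) in Tris acetate pH 7.5 buffer; luminescence output.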
VP16 counter: Gal4-VP16 reporter inhibition counter-screen; Drosophila S2 Gal4-VP16 UAS-luciferase, luminescence, 20 h; Potency, µM (top dose mostly 53.6 µM), without a hit: at the highest dose activity, negative = inhibition, actives largely listed as inhibitors; 3.5% of 310,000 active;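 note: Gal4-VP16 expression switched on by copper sulfate through the metallothionein promoter; potency is the fitted concentration of half-maximal effect; % is set by controls: 0 for no effect and ±100 for the full control effect; nearly all actives have a fitted effect of over 50% in size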
Rab9 promoter act: Rab9 promoter activation; Huh7 Rab9 promoter-luciferase reporter, luminescence, 24 h; Potency, µM (doses to about 9.22 µM), for inactives: top-dose activation, negative = inhibition, actives largely listed as activators; 2.8% of 320,000 active; note: potency is the fitted concentration of half-maximal effect; % of control where 0% means no effect; nearly all actives have a fitted effect of over 60% in size
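Cell-based reporter: Huh7 stable for Rab9 promoter-driven luciferase, plated in reduced-serum medium with 10% FBS at 1500 cells/well, compound-treated 24 h at 37 °C, luminescence read after 10 min reagent.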
The depositor's hits bear a star; ? = inconclusive; / = no result given; & = joins results of further samples; [ ] = another dose, or the depositor's remark. Unless noted, calls come from the whole dose curve; as a rule, active = well fitted curve in the direction sought with a large enough effect; inconclusive = small, poorly fitted or top-dose-only effect, or another doubt; inactive = no such curve, though single readings can be large; an effect the other way counts as inactive or inconclusive. An excerpt; the hit share may differ from the screen's.

Every second line gives: ELG1 genotox	VP16 counter	Giardia killer	NPC1 promoter act	BRCA1 expr act	FLuc modulator	PKM2 act	Menin MLL FP TR	p53 reactivation	RORg inh	Rab9 promoter act
CN(C)S(=O)(=O)c1ccc2c(c1)nc(CCC(=O)NCC1CCCCC1)n2C
 : -1%	0%	-12	-2%	-1%	-1%	2%	0%	-8%	13%	11%
COC(=O)c1ccc(CSc2ncnc3sc(C)c(C)c23)o1
 : 16%	?	-14	1%	-20%	2%	2%	-12%	6%	18µM*	-1%
CN1CCN(S(=O)(=O)c2cccc(C(=O)Nc3ccccc3N3CCOCC3)c2)CC1
 : -2%	-5%	-8	-5%	20%	0%	0%	-2%	0%	-14%	3%
COC(=O)c1ccc(CNC(=O)C2CCC(=O)N(CCCc3ccccc3)C2)cc1 (configuration not stated)
 : 0%	0%	-9	1%	10%	2%	/	/	-10%	13%	-6%
O=C(COC(=O)Cc1ccccc1F)NCCc1ccccc1
 : -2%	/	4	-1%	13%	/	/	/	10%	/	0%
C[N+]1(CCCCCCC(=O)/C=N/O)CCCCCC1
 : 2%	2%	-22	-1%	1%	4%	10%	7%	1%	36%	10%
O=C(CSc1nc(O)c(C2CCCCC2)c(=O)[nH]1)Nc1ccccc1Cl
 : -9%	0%	-8	-2%	-4%	2%	8%	16%	0%	15%	0%
Cc1cc(C)cc(C(=O)N2CCC3(CC2)NCCc2[nH]cnc23)c1
 : 1%	-5%	-8	-2%	1%	3%	/	/	-3%	4%	-2%
COc1ccc(CN(C)C(=O)c2cc(-c3ccccc3)nc3ccc(C)cc23)c(OC)c1OC
 : -19%	5%	7	-4%	-41%	?	-2%	/	-18%	16%	?
COc1ccc(C(=O)NCc2ccccc2)cc1Br
 : -3%	5%	-5	0%	-13%	?	16%	6%	-9%	10%	-2%
O=S1(=O)c2cccc3cccc(c23)N1Cc1ccc(-c2nnco2)cc1
 : -5%	0%	3	-2%	-25%	-2%	1%	0%	3%	33%	-2%
C=CCN(C(=O)CCc1ccccc1OC)c1nc(-c2ccc(S(C)(=O)=O)cc2)cs1
 : -4%	-5%	-27	1%	54%	-16%	/	/	5%	?	15%
CCCCCCNC(=O)c1cc(-c2ccco2)nc2ccccc12
 : -7%	0%	4	-5%	-3%	?	-11%	-9%	-6%	-7%	1%
COc1cc(C)c(-c2cc(C(=O)O)c(C)o2)cc1C(C)C
 : -2%	?	-7	-3%	-9%	10%	7%	16%	2%	27%	0%
Cc1ccc(C(=O)CSc2nc3ccc(C(=O)NCCN4CCCCC4)cc3c(=O)[nH]2)cc1
 : 6%	-1%	6	5%	-5%	-3%	-8%	/	-2%	1%	-15%
Cc1ccc(CNC(=O)C2CCCN(S(=O)(=O)c3ccc(-n4cnnn4)cc3)C2)cc1 (configuration not stated)
 : -1%	4%	-15	-7%	3%	4%	/	/	-3%	7%	3%
CCS(=O)(=O)N1CCN(C2CCC(c3ccccc3)CC2)CC1 (configuration not stated)
 : -2%	-3%	/	1%	/	0%	5%	1%	0%	20%	-4%
Cc1cc2oc(=O)cc(COC(=O)Cn3cnnn3)c2cc1C(C)C
 : 3%	0%	-7	-6%	0%	4%	5%	-6%	2%	-8%	3%
Cc1ccnc(SCC(=O)c2cccs2)n1
 : ?	7%	23	3.5µM*	2.5µM*	?	-17%	1%	14%	-12%	3.2µM*
CC(C)CN1CCC(=O)N([C@H](CSc2ccc(Br)cc2)c2ccccc2)CC1
 : 0%	9%	-11	3%	8%	?	1%	/	16%	16%	2%

Next results:
Every second line gives: ELG1 genotox	VP16 counter	Giardia killer	NPC1 promoter act	BRCA1 expr act	FLuc modulator	PKM2 act	Menin MLL FP TR	p53 reactivation	RORg inh	Rab9 promoter act
Cc1cccc(COc2ccc(/C=N/NC(=O)c3nnn(-c4nonc4N)c3C)cc2)c1
 : /	9%	-21	-4%	51%	-1%	/	/	/	17%	1%
Cc1ccc(Sc2ncccc2C(=O)NCc2cc([N+](=O)[O-])ccc2O)c(C)c1
 : ?	7.1µM*	-2	4µM*	0%	8.5µM*	-1%	/	?	5µM*	4µM*
CCOc1ccc(CN2CCNC(=O)C2CC(=O)NCc2ccccn2)cc1 (configuration not stated)
 : 1%	-7%	-10	0%	-11%	-2%	-7%	-3%	1%	11µM*	11%
COc1ccc(-c2nc(N)ncc2-c2ccc(OC)c(OC)c2)c(O)c1
 : 8%	1%	-8	-5%	-75%	0%	/	15%	-1%	16%	0%
O=C(CSCc1ccco1)Nc1cc(C(F)(F)F)ccc1N1CCOCC1
 : 3%	-1%	12	2%	-13%	-15%	21%	3%	9%	-9%[10 µM]	-6%
Brc1nnc2n1-c1ccccc1Sc1ccccc1-2
 : 1%	-10%	14	-4%	-34%	-2%	19%	-6%	-12%	-21%	-2%
O=C(CN1CCC(NC(=O)c2ccco2)CC1)Nc1cccc2ccccc12
 : 0%	0%	-10	1%	5%	2%	0%	6%	-16%	28%	2%
CC(C)(C)C(=O)Nc1ccc(C(=O)N/N=C/c2ccccc2OC(=O)c2ccc(Cl)cc2Cl)cc1
 : -9%	-23%	8	-24%	-87%[inhibitor]	-12%	0%	?	-4%	?	-21%
COc1cccc(C(=O)/C=C2\Sc3ccccc3N2C)c1
 : 1.5µM*	?	?	0.71µM*	-9%	1.1µM*	-34%	8%	0%	-22%	0.89µM*
Cc1cccc(-n2c(Cc3cc(=O)[nH]c(=O)[nH]3)nnc2SC(C)C)c1
 : 3%	8%	3	1%	8%	0%	-13%	-15%	-2%	-10%	1%
CCOc1ccc(C(Nc2cccnc2)c2cc(Cl)c3cccnc3c2O)cc1 (configuration not stated)
 : 13%	?	4	-2%	-80%&-65%	-5%	0%	17%	-11%	5.6µM*	-22%
Cc1cccc(C)c1NC(=S)Nc1ccc(F)cc1
 : -5%	?	3	-4%	-16%	5%	-1%	1%	-3%	10µM*	-1%
CCOC(=O)Cn1c(-c2cccnc2Cl)nc2cc(Cl)c(Cl)cc21
 : 0%	0%	-13	1%	0%	4%	16%	15%	-5%	22%	-4%
CCOc1ccc(NC(=O)[C@H](Cc2ccccc2)NC(=O)C2CCNCC2)cc1
 : 1%	4%	-15	-2%	16%	-2%	/	/	1%	-21%	1%
O=C1NCN(c2ccccc2)C12CCN(c1nnnn1-c1ccccc1)CC2
 : -3%	6%	19	-3%	-36%	0%	3%	-14%	-2%	26%	-3%
O=C(CC1CCCC1)NNC(=O)c1ccc(Br)cc1
 : 14%	/	7	14%	83%	-20%	/	/	19%	/	21%
O=C(NC1=NCCS1)c1ccc(N2CCCC2=O)cc1
 : 8%	29%	-17	20%	24%	-8%	-4%	1%	2%	6%	?
COCCNC(=O)c1ccc(CS(=O)(=O)c2ccc(OC)cc2)o1
 : 3%	-5%	10	-4%	8%	0%	0%	4%	11%	41%	-1%
Cc1ccccc1OCC(=O)N(Cc1nc(-c2ccccc2)no1)C(C)C
 : 0%	-3%	-3	-3%	-34%	-1%	-1%	-1%	-6%	13%	1%
CN1C(=O)OC2(C)CCc3ccccc3C12C (configuration not stated)
 : -2%	-8%	9	-4%	1%	-1%	-3%	1%	-4%	6%	4%

New compounds follow:
Every second line gives: ELG1 genotox	VP16 counter	Giardia killer	NPC1 promoter act	BRCA1 expr act	FLuc modulator	PKM2 act	Menin MLL FP TR	p53 reactivation	RORg inh	Rab9 promoter act
CCOC(=O)c1csc(Nc2nc3ccc(F)cc3s2)n1
 : 1%	?	-4	14%	-46%	-16%	-3%	22%	?	7.9µM*	23%
Cn1c(=O)c(Sc2ccccc2)c(O)c2ccccc21
 : -3%	8%	-14	0%	0%	0%	-9%	/	-4%	1%	1%
O=C(CCN1C(=O)/C(=C\c2ccccc2)SC1=S)NNC(=O)c1ccncc1
 : -1%	3%	-5	1%	-11%	5%	-1%	/	-1%	-21%	-7%
CC(=O)N1N=C(c2ccccc2)CC1c1ccccc1[N+](=O)[O-] (configuration not stated)
 : 0%	9%	-3	1%	-29%	-10%	0%	-9%	-1%	-36%	-2%
COC(=O)c1ccccc1NC(=O)c1c(O)c2c([nH]c1=O)CCCC2
 : 2%	8%	?	4%	-9%	21µM*	-2%	13%	9%	0%	3%
O=C(CN1CCCCC1)N1CCCc2ccccc21
 : -1%	10%	-3	0%	-5%	2%	3%	2%	-4%	21%	0%
COc1ccc(N(CC(=O)N2CCN(c3cccc(Cl)c3)CC2)S(=O)(=O)c2c(C)noc2C)cc1
 : -10%	-4%	-7	0%	-40%&-54%	1%&-2%	/	/	1%	24%	3%
O=C(Nc1ccccc1C(=O)O)c1cccc(NS(=O)(=O)c2ccc(Br)cc2)c1
 : -10%	-2%	-3	0%	-16%	?	-5%	66%[activator]	18%	-17%[1.91 µM]	0%
O=C(CN1C(=O)CSc2ccc(S(=O)(=O)N3CCCCC3)cc21)NCc1ccccc1
 : 0%	2%	-10	-8%	17%	-4%	/	/	6%	-3%	-1%

Source: PubChem
